Source: PubChem BioAssay
CXXC DNA block – blocks binding of human MLL CXXC domain to DNA. Q03164. MLL-CXXC / FITC-HOXA9 DNA fluorescence polarization. Potency, µM (titrated, usually from 115 µM), for the others: top-dose activity change, negative = inhibition, usual class: inhibitors. 290,000 compounds, 0.037% hits. AID 2662; active = well fitted inhibition curve with a large enough effect in the polarisation, with a control signal flat, not every such curve was filed as active; inconclusive = small, poorly fitted or top-dose-only effect, or effect the other way, or a change in a side signal; inactive = no such curve, though single readings can be large or run the other way; the % refers to the polarisation; note: potency is the fitted concentration of half-maximal effect
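Fluorescence polarization: 7 uM MLL-CXXC (stock) preincubated 5 min with compounds, then 50 nM fluorescein-HOX-A9 DNA (stock) added; 30 min ambient. Buffer 50 mM Tris-HCl pH 7.5, 50 mM NaCl, 1 mM DTT, 0.05% BSA.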
AT treatment – potential ataxia-telangiectasia treatment; 320,000 compounds, 0.19% hits; Potency, µM (highest dose often 57.5 µM), without a hit: at the top dose activation, usual class: activators; […] A-T fibroblasts, KAP-1 phosphorylation AlphaLISA; neocarzinostatin DNA damage 30 min before lysis; note: potency is the fitted concentration of half-maximal effect; % of control where 0% means no effect; nearly all actives have a fitted effect of over 45% in size
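ATM-like activity read as KAP-1 phosphorylation via AlphaLISA donor/acceptor antibody pairs after lysis and 6 hr at 25C. Cells were ATM-null patient fibroblasts ([…], hTERT), dosed 60 min, then exposed to the DSB inducer NCS for 30 min.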
p53 reactivator – mutant p53 re-activation in reporter cells. Potency, µM (series often up to 92.2 µM), without a hit: top-dose activity change, positive = activation, most hits filed as activators. 320,000 compounds, 0.063% hits. H1299 p53-A138V BP100-luciferase reporter, luminescence, 24 h. AID 504706; note: potency is the fitted concentration of half-maximal effect; % of control where 0% means no effect; nearly all actives have a fitted effect of over 45% in size
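H1299 (p53-null), stable ts p53-A138V + BP100-Luc; 1000 cells/well, Opti-MEM/10% FBS; cpd 4 pt, 1:5; 24 h, 37 deg C, 5% CO2; detection reagent 10 min RT; luminescence.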
ELG1 DNA repair – blocks ELG1-dependent DNA repair in HEK293T cells; 330,000 compounds, 2.3% hits; Potency, µM (series often up to 46.1 µM), without a hit: top-dose activity change, negative = inhibition, hits mostly inhibitors; AID 504467; HEK293T ELG1-luciferase reporter, luminescence, 16 h; DNA damage induced by 5-fluorouridine; note: potency is the fitted concentration of half-maximal effect; % is set by controls: 0 for no effect and ±100 for the full control effect; nearly all actives have a fitted effect of over 55% in size
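Cells (2,000 per well) received 5-fluorouridine plus test compound or DMSO and were incubated 16 hr at 37 °C, 5% CO2. Luciferase activity was read by luminescence 30 min after ONE-Glo addition; signal suppression marked inhibition of damage-induced ELG1 function.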
B2AR arrestin – recruits beta-arrestin to the human beta2-adrenergic receptor | beta-arrestin recruitment to beta2AR, cell-based reporter | AID 492947 | 330,000 compounds, 0.02% hits | P07550 | Potency, µM (titrated, usually from 46.1 µM), for inactives: at the highest dose activation, usual class: activators;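 note: potency is the fitted concentration of half-maximal effect; 0% = DMSO controls and full agonism = EC100 isoproterenol or metaproterenol; nearly all actives have a fitted effect of over 65% in size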
Target sequence (P07550 whole entry, looked up): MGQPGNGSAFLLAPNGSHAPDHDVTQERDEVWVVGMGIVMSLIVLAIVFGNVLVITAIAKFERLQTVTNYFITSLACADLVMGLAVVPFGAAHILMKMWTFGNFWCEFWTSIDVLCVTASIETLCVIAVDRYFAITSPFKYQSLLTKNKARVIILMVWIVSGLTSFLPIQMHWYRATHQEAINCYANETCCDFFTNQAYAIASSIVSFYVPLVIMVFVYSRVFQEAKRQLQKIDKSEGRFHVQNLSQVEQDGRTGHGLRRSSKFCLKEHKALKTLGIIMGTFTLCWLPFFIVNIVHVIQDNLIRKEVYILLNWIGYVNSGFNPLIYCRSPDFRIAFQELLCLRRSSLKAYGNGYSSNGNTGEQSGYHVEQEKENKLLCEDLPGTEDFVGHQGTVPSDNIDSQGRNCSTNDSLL
BRCA1 expr up – BRCA1 expression activation; 380,000 compounds, 1.1% hits; Potency, µM (highest dose often 46.1 µM), inactives show at the highest dose activation, most hits filed as activators; MCF7-BRCA1-FFLuc reporter, luminescence, 48 h; response scale: scaled: vehicle 0%, 10 µM genistein 100%; note: potency is the fitted concentration of half-maximal effect; nearly all actives have a fitted effect of over 80% in size; some results filed as inactive show a strong effect at the top dose
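Activators of BRCA1 expression were detected as increased firefly luciferase luminescence in engineered MCF7 cells after 48 h compound incubation. Signals were scaled to genistein 10 microM as full activation.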
a7 integrin act – activators of alpha7 integrin expression for muscular dystrophy | alpha7betagal myoblasts, beta-gal FDG fluorescence, 48 h | Potency, µM (top dose mostly 38.3 µM), for the others: top-dose activation, usual class: activators | 350,000 compounds, 0.064% hits;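 note: potency is the fitted concentration of half-maximal effect; 100% = response of the positive control SU9516; nearly all actives have a fitted effect of over 60% in size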
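alpha7betagal+/- myoblasts (passage 13, 250/well) treated 48 h at 37C with compounds at 1:260 dilution of DMSO stock. Lysed, then beta-galactosidase activity read as FDG fluorescence (ex 480/em 540) after 30 min, with pre-read for autofluorescence.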
TCR activator – activates T cell receptor signaling; 330,000 tested, under 10 active; Potency, µM (highest dose often 9.22 µM), for the others: at the top dose activation of IL-2 secretion, usual class: activators; primary human leukocytes, anti-CD3, IL-2 HTRF, 48 h; AID 504894; note: % of control where 0% means no effect
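1) Mix primary human leukocytes, a-CD3 beads and compound. 2) Incubate 48 hr. 3) Add HTRF IL-2 reagents (a-IL-2-K, a-IL-2-d2).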
PTAP TSG101 blk – blocks PTAP/TSG101 interaction to inhibit HIV-1 budding | Potency, µM (series often up to 115 µM), without a hit: at the highest dose activity change, negative = inhibition, hits mostly inhibitors | Fluorescence polarization, FITC-PTAP peptide / Tsg101 binding | 340,000 tested, under 10 active; active = well fitted inhibition curve with a large enough effect in the main read-out, with a control signal flat, not every such curve was filed as active; inconclusive = small, poorly fitted or top-dose-only effect, or effect the other way, or a change in a side signal; inactive = no such curve, though single readings can be large or run the other way; note: potency is the fitted concentration of half-maximal effect; % of control where 0% means no effect
Target sequence (Q99816 whole entry, looked up): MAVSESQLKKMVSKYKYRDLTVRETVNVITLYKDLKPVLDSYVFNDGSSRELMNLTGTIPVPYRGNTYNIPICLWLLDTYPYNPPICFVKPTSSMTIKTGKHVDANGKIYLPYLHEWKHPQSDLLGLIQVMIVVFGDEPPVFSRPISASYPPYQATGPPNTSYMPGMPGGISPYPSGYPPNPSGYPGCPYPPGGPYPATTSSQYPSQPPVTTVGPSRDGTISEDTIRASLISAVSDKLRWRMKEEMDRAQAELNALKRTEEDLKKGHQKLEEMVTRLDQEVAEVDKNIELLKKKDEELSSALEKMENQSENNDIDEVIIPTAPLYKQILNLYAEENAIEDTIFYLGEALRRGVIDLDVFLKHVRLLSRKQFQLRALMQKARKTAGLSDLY
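Tsg101 binding domain (10 uM final) was mixed with compound and a FITC-labeled PTAP peptide (50 nM final) in HEPES pH 7.5 buffer with NaCl, Tween 20, EDTA and TCEP; fluorescence polarization was read after 20 min at r.t.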
TRPV1 ag – human TRPV1 agonism | AID 540275 | TRPV1-expressing cells, Fluo-8 calcium influx, agonist mode | Q8NER1 | activation, % at 8.33 µM | 320,000 compounds, 0.19% hits; in the data active = activation above about 80%; inconclusive = between about 30% and that limit; note: 0% is about no effect
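TRPV1-expressing cells were cultured overnight at 35.5C and loaded with Fluo-8 calcium dye for 40 to 90 min at room temperature. After a 10 s baseline, compound was added and calcium influx was read kinetically for 3 min (ex 480/em 520 nm).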
The depositor's hits bear a star; ? = inconclusive; . = not tested or not shown; [ ] = another dose, or the depositor's remark. Unless noted, calls come from the whole dose curve; as a rule, active = well fitted curve in the direction sought with a large enough effect; inconclusive = small, poorly fitted or top-dose-only effect, or another doubt; inactive = no such curve, though single readings can be large; an effect the other way counts as inactive or inconclusive.

Under each structure: CXXC DNA block, AT treatment, p53 reactivator, ELG1 DNA repair, B2AR arrestin, BRCA1 expr up, a7 integrin act, TCR activator, PTAP TSG101 blk, TRPV1 ag
> C=CCO/N=C/C1C(=O)CC(C)(C)CC1=O
 : 12%, 2%, 3%, 11%, -0.9%, 12%, -2%, 12%[46.1 µM], -2%, -1
> O=C(O)c1ccc(-n2cccc2/C=C2/SC(=O)N(CC(=O)N3CCCC3)C2=O)cc1
 : -2%, -1%, -2%, -8%, -0.5%, 2%, 18%, 0%, -13%, 0
> O=C1c2ccccc2C(=O)N1Nc1ccc([N+](=O)[O-])cc1[N+](=O)[O-]
 : -1%, -8%, 2%, 1%, 0.2%, -16%, 6%, -5%, -4%, 1
> COc1ccc(C2=C(c3ccc([N+](=O)[O-])cc3)C(=O)OC2)cc1
 : 5%, 2%, -1%, 5%, 0.1%, -12%, -14%, 2%, -7%, 10
> CCOC(=O)C1CCCN(C(=O)COc2ccc(C(=O)c3ccccc3)cc2)C1 (stereo not given)
 : ., -4%, 3%, ?, -0.1%, 22%, -2%, -7%, -4%, -1
> CCOC(=O)C1(Cc2cccc(OC)c2)CCCN(C(=O)CCN2CCCO2)C1 (stereo not given)
 : -14%, -14%, ?, ?, 2.8%, 4µM*, -10%, 1%, -3%, 8
> Cc1csc(NC(=O)CSc2ccccc2F)n1
 : 8%, 2%, 10%, ?, -0.2%, ?, 2%, -29%, 0%, 19
> COC(=O)C1=C(C)NC(=O)CC1c1cc2c(cc1Br)OCO2 (stereo not given)
 : 4%, -4%, 4%, ?, -1.5%, 22%, 0%, -1%, -8%, 0
> CCN(CC)c1ccc(C=C2C(=O)OC3(CCCCC3)OC2=O)cc1
 : ?, 0%, 3%, ?, 0.2%, 7%, -26%, 4%, 0%, 5
> COc1cccc(N(CC(=O)N2CCc3ccccc3C2)S(C)(=O)=O)c1
 : 2%, 3%, -4%, 0%, -0.4%, -1%, 7%, -6%, -6%, 6
> CCOC(=O)c1cnc2c(CC)cccc2c1NCCCN1CCOCC1
 : -9%, 6%, ., -12%, -1.0%, 0%, -32%, 6%, 0%, ?
> Cn1c(=O)n(C)c2cc(N3CCCC3)c(NC(=O)c3cccc(F)c3)cc21
 : 28%, 0%, -17%, 17%, -1.0%, -22%, ?, 8%, -1%, 6
> Nc1ccc(C(=O)Nc2ccc3cc(S(=O)(=O)O)ccc3c2)cc1
 : ., ., ., ., ., -23%, -5%, 11%, 0%, .
> COc1ccc(C(=O)Nc2ccc(C)c(S(=O)(=O)N3CCOCC3)c2)cc1S(=O)(=O)N1CCCC1
 : ., ., ., ., ., -13%, 0%, -2%, -6%, .
> CC(CCc1ccccc1)NC(=O)C(=O)NCCc1ccccc1 (stereo not given)
 : 11%, -5%, -2%, 3%, -0.1%, 4%, 1%, 2%[46.1 µM], 2%, 4
> COc1ccccc1N(C(=O)c1cncc(Br)c1)c1nc(-c2ccc(C)cc2)cs1
 : -2%, 4%, 10%, 4%, 0.2%, -13%, 2%, -2%[46.1 µM], -1%, 1
> O=C1c2ccccc2C(=O)N1CC(O)COCc1ccccc1 (stereo not given)
 : 5%, 11%, -2%, 1%, -0.1%, -4%, 20%, -2%, -6%, 3
> COc1ccc(CN(C)CC(O)COc2ccc(-c3ccccc3)cc2)cc1OC (stereo not given)
 : -3%, -5%, -9%, -6%, -0.2%, -54%, -77%[inhibitor], 7%, -7%, 4
> NC(=O)CSc1c[nH]c2ccccc12
 : -10%, -4%, 11%, -6%, -0.8%, 1%, -5%, 0%[46.1 µM], -9%, 0
> COc1ccc(NS(=O)(=O)c2cccc(C(=O)NNC(=O)CNC(=O)c3ccccc3)c2)cc1
 : -3%, 1%, -2%, -2%, 0.1%, 1%, 8%, 0%, ., -3

4 entries picked at random from those above:
Under each structure: CXXC DNA block, AT treatment, p53 reactivator, ELG1 DNA repair, B2AR arrestin, BRCA1 expr up, a7 integrin act, TCR activator, PTAP TSG101 blk, TRPV1 ag
> COc1ccccc1N(C(=O)c1cncc(Br)c1)c1nc(-c2ccc(C)cc2)cs1
 : -2%, 4%, 10%, 4%, 0.2%, -13%, 2%, -2%[46.1 µM], -1%, 1
> Cn1c(=O)n(C)c2cc(N3CCCC3)c(NC(=O)c3cccc(F)c3)cc21
 : 28%, 0%, -17%, 17%, -1.0%, -22%, ?, 8%, -1%, 6
> COc1ccc(NS(=O)(=O)c2cccc(C(=O)NNC(=O)CNC(=O)c3ccccc3)c2)cc1
 : -3%, 1%, -2%, -2%, 0.1%, 1%, 8%, 0%, ., -3
> O=C1c2ccccc2C(=O)N1CC(O)COCc1ccccc1 (stereo not given)
 : 5%, 11%, -2%, 1%, -0.1%, -4%, 20%, -2%, -6%, 3

More records.
Under each structure: CXXC DNA block, AT treatment, p53 reactivator, ELG1 DNA repair, B2AR arrestin, BRCA1 expr up, a7 integrin act, TCR activator, PTAP TSG101 blk, TRPV1 ag
> N#Cc1cnn2c1nc(N1CCOCC1)c1ccccc12
 : 5%, -3%, ?, -3%, -0.6%, -8%, 23%, -26%, -1%, 0
> O=C(c1cccc(N2CCCC2=O)c1)N1CCN(c2ccccc2)CC1
 : 3%, -4%, 26%, 6%, -0.7%, 12%, 11%, 8%[46.1 µM], -7%, 1
> Cc1nc2cc(C(F)(F)F)ccc2n1C1CCN(CC(=O)N2CCOCC2)CC1
 : 10%, 4%, -3%, 3%, 0.1%, 0%, 17%, 2%, -7%, 0
> Cc1cc(=O)oc2cc(OC(=O)c3ccco3)ccc12
 : 135%[activator], 6%[11.5 µM], -2%, 0%, 0.2%, -2%, 7%, 6%, -1%, -3
> CC(Sc1sc(=S)sc1SC(C)C(=O)O)C(=O)O (stereo not given)
 : 3%, 6%, -4%, 11%, -0.1%, -2%, 14%, 3%, -11%, -1
> COc1ccc(S(=O)(=O)N/N=C(/C)c2ccncc2)cc1OC
 : 5%, ?, 8%, 0%, -1.5%, 5%, ?, 5%, -1%, 1
> O=C(NC1=NCCS1)c1cccc(NC(=O)c2ccco2)c1
 : -2%, 6%, 20%, 0%, -0.3%, ?, 23%, 9%, -4%, 0
> CCN(CC)C(=O)C1=C(C)NC(=O)NC1c1ccccc1F (stereo not given)
 : -1%, -3%, 3%, -5%, 0.1%, ., ., ., ., 2
> CC(Oc1ccc(Cl)cc1Cl)C(=O)NCc1ccncc1 (stereo not given)
 : -2%, 17%, -13%, ?, 0.0%, -26%, 9%, -6%, -4%, 5
> CCOc1cc2c(cc1/C=C(/C#N)c1ccc(C(=O)O)cc1)OCO2
 : 7%, 0%, 1%, 19%, 0.0%, -5%, -17%, -2%, -3%, 0

Carrying on:
canonical_smiles | CXXC DNA block | AT treatment | p53 reactivator | ELG1 DNA repair | B2AR arrestin | BRCA1 expr up | a7 integrin act | TCR activator | PTAP TSG101 blk | TRPV1 ag
Cc1nc2ccc(S(=O)(=O)NCC(=O)N3CCc4ccccc43)cc2s1 | 1% | -1% | 1% | ? | -0.3% | -22% | 6% | 2% | -1% | 3
CC1=C(C(=O)OC(C)(C)C)C(c2cccc3ccccc23)NC(=O)N1 (stereo not given) | 9% | ? | -2% | 0% | -0.7% | -16% | -5% | -3% | -2% | 17
N#Cc1c(SCC(=O)Nc2cccc(F)c2)sc2c(O)cc(=O)[nH]c12 | -1% | 2% | 26% | 3% | -0.7% | -6% | 15% | -12% | -2% | 2
COc1cc(C(=O)N(Cc2ccc(F)cc2)C2CCS(=O)(=O)C2)cc(OC)c1OC (stereo not given) | 0% | -5% | 5% | 0% | -0.1% | 9% | 5% | -7% | -8% | 0
Cc1cc(-c2csc3ncnc(N4CCN(C)CC4)c23)cc(C)c1C | -5% | -2% | -9% | -19% | 0.5% | -38% | 5% | 8% | -2% | 9
CCN(CC(=O)NCc1ccc(F)cc1)C(=O)/C=C/c1ccc(S(=O)(=O)N(CC)CC)cc1 | -6% | 0% | -7% | ? | 5.2% | -40% | -32% | -4% | -8% | -1
COc1ccc(C2(O)CCN(CC(=O)Nc3nc(-c4ccccc4)cs3)CC2)cc1 | 2% | 8% | -11% | 23µM* | 0.1% | -64% | -33% | 0% | -1% | 0
COC(=O)COc1nsnc1N1CCOCC1 | -6% | -7% | -2% | 13% | -0.2% | -2% | 27% | 1% | -2% | -1
CCOc1ccccc1N(CC(=O)Nc1ccc2c(c1)OCCO2)S(C)(=O)=O | -6% | 1% | -7% | -5% | 0.1% | -5% | -4% | 1% | 0% | 0
COc1ccc(-c2cc(C#N)nc(Cl)n2)cc1 | 29% | 39% | -7% | 5% | -0.6% | -98% | -27% | 1% | 2% | -4
Cc1ccc(C(=O)NC2CC(=O)N(c3ccc4c(c3)OCCO4)C2)cc1[N+](=O)[O-] (stereo not given) | . | 10% | -4% | ? | -0.2% | 0% | 13% | 2% | -7% | -4

Hits appear at their usual frequency; about 3.8% have a hit in one of these screens.
